DAX1 inh-1: NR0B1 (DAX1) inhibition; HEK293 Gal4-DAX1 luciferase reporter, luminescence; inhibition, % at 6.75 µM; AID 504766; 0.99% of 340,000 active;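 active = inhibition above the mean over all tested compounds plus 3 SD, cut at about 4.2% in these data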;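 also: 0% = DAX1-transfected cells with DMSO and 100% = empty-vector control cells with DMSO; inhibition shows as a rise in luminescence from relieved DAX1 repression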
Target sequence (P51843 207-470 limits assumed): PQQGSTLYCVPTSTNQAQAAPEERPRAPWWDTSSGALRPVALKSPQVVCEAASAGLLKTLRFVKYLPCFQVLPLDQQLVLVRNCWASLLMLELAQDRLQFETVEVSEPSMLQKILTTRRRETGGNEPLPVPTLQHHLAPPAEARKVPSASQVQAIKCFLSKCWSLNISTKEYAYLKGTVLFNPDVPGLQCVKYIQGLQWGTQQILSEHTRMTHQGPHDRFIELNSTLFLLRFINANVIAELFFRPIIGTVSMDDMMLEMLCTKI
ADAM10 inh: ADAM10 inhibition, QFRET primary screen. O14672. recombinant ADAM10, EDANS/DABCYL FRET peptide cleavage, 3 h. inhibition, % at 7 µM. 0.62% of 370,000 active;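 active = inhibition above a per-campaign cutoff equal to the mean of compounds falling between control-based bounds plus 3 SD, cut at about 20% in these data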;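 also: 0% = DMSO wells while the 100% control is not disclosed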
ssDAF12 agonist: S. stercoralis DAF-12 activation, primary screen | 1% of 370,000 active | HEK293 ssDAF-12/GRIP1 lit1-tk-luc reporter, luminescence; % of 3 µM dafachronic acid response | activation, % at 6.8 µM | AID 652126;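 active = activation above the mean over all tested compounds plus 3 SD, cut at about 0.9% in these data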;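 also: 0% = DMSO-only wells and 100% = 3 µM delta7-dafachronic acid wells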
GAA850 FXN act: activators of GAA850 frataxin (FXN) promoter. activation, % at 6 µM. AID 540364. 0.56% of 360,000 active. HEK293 lucGAA850 FXN promoter luciferase reporter, 24 h; percent of 10 µM SAHA response;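 active = activation above the average of all compounds screened plus 3 SD, cutoff fixed separately per campaign, cut at about 7.5% in these data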;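 also: 0% = DMSO wells and 100% = 10 µM SAHA wells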
NPR1 activator: GC-A (human) enzyme activation | AID 1671463 | HEK293 GC-A cells, cGMP TR-FRET, EC30 ANP; 0% at EC30 ANP, 100% saturating ANP | 0.14% of 370,000 active | activation, % at 10 µM; in the data active = activation above about 40%
DAX1 inh-2: DAX1 (NR0B1) inhibition, primary screen | HEK293T StAR-luciferase reporter, SF-1/DAX-1 repression relief | inhibition, % at 6.8 µM | 1.1% of 370,000 active | AID 652010;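 active = inhibition above the mean over all tested compounds plus 3 SD, cut at about 3.6% in these data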;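 also: 0% = DAX-1 cells with DMSO and 100% = cells lacking DAX-1 with DMSO; higher inhibition means more luminescence from relief of DAX-1 repression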
ADAM17 inh: inhibitors of human ADAM17. recombinant ADAM17, EDANS/DABCYL FRET peptide cleavage. inhibition, % at 6.95 µM. 0.83% of 370,000 active;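 active = inhibition above the mean of compounds lying between control limits plus 3 SD, set per campaign, cut at about 8.5% in these data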;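 also: 0% = DMSO-only wells as the low control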
Target sequence (P78536 215-824 limits assumed): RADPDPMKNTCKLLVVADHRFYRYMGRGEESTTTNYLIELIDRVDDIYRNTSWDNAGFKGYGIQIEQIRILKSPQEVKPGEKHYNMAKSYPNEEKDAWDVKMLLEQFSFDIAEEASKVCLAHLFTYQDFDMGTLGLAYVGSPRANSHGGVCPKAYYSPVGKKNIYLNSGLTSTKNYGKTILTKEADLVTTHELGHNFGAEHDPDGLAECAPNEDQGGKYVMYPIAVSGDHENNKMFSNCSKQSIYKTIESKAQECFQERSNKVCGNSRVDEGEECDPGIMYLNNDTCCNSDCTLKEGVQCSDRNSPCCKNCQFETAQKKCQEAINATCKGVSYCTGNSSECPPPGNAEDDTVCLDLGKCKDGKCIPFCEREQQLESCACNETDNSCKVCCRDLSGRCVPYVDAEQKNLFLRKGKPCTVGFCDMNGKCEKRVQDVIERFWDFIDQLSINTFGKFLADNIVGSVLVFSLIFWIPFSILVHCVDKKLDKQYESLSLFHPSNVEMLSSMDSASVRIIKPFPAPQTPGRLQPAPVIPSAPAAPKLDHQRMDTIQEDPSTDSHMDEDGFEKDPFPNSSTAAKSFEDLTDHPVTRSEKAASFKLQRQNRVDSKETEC
hcDAF12 agonist: activates DAF-12 receptor from parasite H. contortus; HEK293 hcDAF-12 lit1-tk-luc reporter, luminescence; 0% DMSO, 100% Δ7-dafachronic acid; activation, % at 6.8 µM; 1.4% of 370,000 active; AID 652067;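 active = activation above the mean of all tested compounds plus 3 SD, cut at about 5.5% in these data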;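 also: 100% = response to 3 µM Δ7-dafachronic acid high control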
hgDAF12 agonist: agonists of H. glycines DAF-12 nuclear receptor; HEK293 GAL4-hgDAF12 UAS-luciferase reporter, agonist luminescence; normalized to butyrate control; activation, % at 6.8 µM; 1.8% of 370,000 active; AID 687014;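 active = activation above a cutoff set at the mean of all screened compounds plus 3 SD, cut at about 10% in these data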;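 also: 0% = DMSO wells and 100% = sodium butyrate wells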
SMARCA2 activ: activators of SMARCA2 function. MG213 cells, MMTV-luciferase reporter, dexamethasone, overnight. activation, % at 9.1 µM. 1% of 370,000 active; in the data active = activation above about 7.8%;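 also: 0% = vehicle wells and 100% = reference activator wells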
PG9 Ab binder: small molecules binding HIV-1 gp120 antibody PG9; TR-FRET gp120-PG9 antibody binding; AID 624416; inhibition, % at 6.7 µM; 0.43% of 360,000 active; in the data active = inhibition above about 8.5%
An asterisk follows results filed as active; i = inactive; / = not tested or not shown.

compound,DAX1 inh-1,ADAM10 inh,ssDAF12 agonist,GAA850 FXN act,NPR1 activator,DAX1 inh-2,ADAM17 inh,hcDAF12 agonist,hgDAF12 agonist,SMARCA2 activ,PG9 Ab binder
O=C(COc1ccc2ccc(=O)oc2c1)N1C[C@H]2C[C@@H](C1)c1cccc(=O)n1C2,3.8,-86,-1.6,-0.9,1,0.3,-14,-1.1,-1.6,-1,-0.3
Cc1cccc(C)c1-n1nnnc1C(c1ccnc2ccccc12)N1CCC2(CC1)C(=O)NCN2c1ccccc1 (configuration not stated),/,0,-1.6,/,-7,2.2,0,2.4,-3.6,1,-1.5
Cc1ccc(C(O)(C(=O)OC(C)C)C(O)c2ccccc2)cc1 (configuration not stated),/,-12,-0.1,/,-5,-1.4,-4,0.9,-1.1,1,-1.1
CN1CCC(OC(=O)Cc2ccccc2)CC1,0.3,-3,-1.6,2.1,-4,0.2,-2,-1.5,-0.3,-1,0.1
CN(C)C(=O)Oc1cccc(OCc2n(C)c3ccccc3[n+]2C)c1,-1.3,-6,-1.2,1.8,3,-0.2,0,-1.4,0.3,-3,-3.2
CC(Cc1cnccn1)NCc1c(C(=O)N2CCCCCCC2)nc2ccc(Cl)cn12 (configuration not stated),1.1,-3,-0.8,0.7,5,0.3,-3,3.5,-1.8,0,-0.7
CNC(=O)Oc1ccc(C(=O)N2c3ccccc3NC(=O)C2C)cc1 (configuration not stated),0.1,1,-1.3,1.3,4,-0.1,-1,-1.2,-0.5,5,-1.7
CCOC(=O)[C@]12Cc3cc(OC)ccc3[C@H]1N(CC(=O)OC)C(=O)c1cc(OC)ccc12,/,-10,-1.3,/,-13,-0.3,-3,-1.4,-2.2,-5,-1.0
O=C(COC(=O)Cc1ccccc1)NCCNC(=O)COC(=O)Cc1ccccc1,0.5,-6,-1.1,1.3,2,0.4,-6,-1.1,-0.9,1,-0.4
O=C(C1CCC(=O)N1C1CCCC1)N1CCC2(CC1)OCCO2 (configuration not stated),0.5,-3,-1.8,3.0,1,0.4,2,-2.1,-1.8,-3,1.1
O=C(NC1CC1)C1CSC(c2cccnc2)=N1 (configuration not stated),-0.2,-5,-1.9,-0.7,9,0.1,-5,-0.5,2.0,0,0.5
Cc1cccc(OP(=O)(NCc2ccccc2)Oc2cccc(C)c2)c1,-0.8,13,-1.1,0.5,-6,-0.2,6,-2.8,-2.1,-3,-0.5
c1ccc(C2(NC3=NCCO3)CCCCC2)cc1,-0.9,0,-1.2,-0.4,-3,-0.8,-2,-0.4,-0.2,1,0.9
COc1cccc(NC2=NCCCS2)c1,-1.9,2,-1.3,0.8,-2,0.1,0,0.1,-0.6,0,-2.0
CC1=NCCc2c1[nH]c1cc(O)ccc21,-1.4,i,-1.1,-1.9,33,0.5,i,-1.1,8.3,-1,5.1
CC/C(CC(c1ccccc1)c1c(O)c2ccccc2oc1=O)=N\NC(N)=S (configuration not stated),-1.5,-11,-1.2,2.4,-1,-0.6,-1,0.7,-0.2,-4,-0.5
CCC1(c2ccccc2)C(=O)N(C)C(=O)N(C)C1=O,0.3,0,-1.0,0.5,3,0.3,-1,-0.1,0.3,-2,0.8
c1ccc(N2[C@@H]3CC[C@H]2c2ccccc2C3)cc1,-0.3,4,-1.0,1.8,-7,0.0,4,-1.6,3.8,-5,2.1
O=C(NC1CC2CCCC(C1)N2)c1ccccc1 (configuration not stated),-0.5,-11,-1.8,-0.2,-3,0.9,-11,-2.4,-3.1,-1,0.8
Cc1nn(Cc2ccccc2)c(Cl)c1C(=O)OCC(=O)Nc1cccc2ccccc12,1.1,-10,-0.9,1.3,0,0.1,-1,-1.0,1.5,-1,-1.0
CN1C(=O)C(=Cc2ccc(Sc3ccccc3)o2)C(=O)N(C)C1=S,-1.6,-5,-0.6,1.3,6,0.0,-4,-0.7,-0.6,-2,2.8
OC(c1ccccc1)(c1ccc(Cl)cc1)C1CN2CCC1CC2 (configuration not stated),3.0,1,-1.3,-2.3,-23,-0.2,-1,0.7,0.0,1,2.6
O=C(c1cc2cc(F)ccc2[nH]1)N1CCC2(CC1)OCCO2,0.5,-12,1.8*,2.5,13,0.7,-10,4.3,2.9,3,-1.3
CCOc1ccc(Cl)cc1CNCCc1ccc(F)cc1,2.4,-10,-1.7,-2.0,-37,0.2,-7,0.8,-2.4,-2,-1.9
CN1CCN2c3ccc(N)cc3CC3(C(=O)NC(=O)NC3=O)C2C1 (configuration not stated),/,1,-1.9,2.0,0,0.2,0,-1.7,0.8,0,-2.5
COc1ccc(-c2nn(CCC#N)cc2C(=O)NCc2ccccc2)cc1OC,3.5,5,-1.1,-0.2,-4,0.6,-1,-1.3,-1.1,-2,2.5
O=c1[nH]c(O)c(C=NCCc2ccccc2)c(=O)[nH]1,1.1,2,-1.3,0.1,0,0.3,4,-1.3,0.1,1,-3.3
N#Cc1ccc(NC(=S)N2Cc3cc(Br)ccc3-n3nncc3C2)cc1,/,1,-0.6,/,-14,-1.1,5,-1.4,1.5,-3,-0.2
COc1ccc(C2C3C=CC(C3)C2C(=O)O)cc1 (configuration not stated),2.2,-2,-0.7,1.1,1,0.2,4,-1.9,2.8,-1,-1.4
O=NN(CCF)C(=O)NC1CCC(=O)NC1=O (configuration not stated),/,-5,-0.9,/,0,0.2,-3,2.0,2.5,-2,1.3
COc1ccc(C(=O)C23CN4CN(CN(C4)C2)C3)cc1,0.5,-6,-1.4,1.6,3,-0.6,-3,-1.5,2.0,-2,-1.8
CCn1c(O)c(C=Nc2ccc(S(N)(=O)=O)cc2)c(=O)[nH]c1=S,1.2,-6,-1.5,0.8,6,-0.2,-3,1.6,-0.5,0,25*
Cn1cc(C(=O)NP(=O)(N2CCOCC2)N2CCOCC2)c2ccccc21,1.1,2,-0.8,0.6,1,-0.5,-1,0.8,0.2,-1,-2.5
CN1CCN(C(=O)Cc2nc3ccccc3[nH]2)CC1,-0.1,-131,-0.1,2.4,1,-0.2,-51,4.2,0.1,-3,-2.9
COc1ccc(C=C2C(=O)NC(=S)NC2=O)cc1,1.6,-2,-0.8,2.1,-2,0.2,-1,0.3,0.2,1,-0.5
Fc1ccc(CNCCc2ccc3c(c2)OCO3)cc1,-0.1,-9,-1.1,0.4,-7,0.0,-5,-0.5,1.1,1,-0.5
COc1ccc(-n2c(O)c(C=Nc3c(C)n(C)n(-c4ccccc4)c3=O)c(=O)[nH]c2=O)cc1,-1.1,11,-0.8,0.8,3,1.5,1,-1.7,-0.3,-4,0.2
COC(=O)C1=C(c2c(C)noc2C)C[C@@H]2CC[C@H]1N2C(=O)NCCNC(C)=O,1.5,0,-1.3,-2.2,4,0.8,-2,-1.7,1.3,0,-2.1
O=C1NC(=O)C2(CCCC2)C(=O)N1,-0.9,-7,-0.7,1.2,0,-0.1,-5,-1.1,0.1,-3,3.2
CCCOc1ccc(N2C(=O)CC(N3CC=C(c4ccccc4)CC3)C2=O)cc1 (configuration not stated),-0.3,-1,-1.3,2.2,-1,-0.1,0,-2.1,1.2,-2,-1.1
Clc1ccc(CCC(Cn2ccnc2)Sc2c(Cl)cccc2Cl)cc1 (configuration not stated),-0.7,8,-1.1,1.6,-8,0.1,2,-1.5,1.1,-3,-0.9
CC/C(=N\NC(=O)Nc1ccccc1)c1c(O)n(Cc2ccccc2)c(=O)[nH]c1=O,/,-3,0.1,2.6,5,1.5,-3,3.8,8.8,2,-2.2
O=C(CCN1CCCCC1)Nc1ccc(Cl)cc1C(=O)c1ccccc1,-0.2,-11,-0.6,-0.4,-5,0.3,-8,-1.7,-1.4,-3,1.6
C[n+]1c2ccccc2nc2ccc(NCCO)cc21,-1.4,2,-1.1,-2.3,-55,-0.7,-3,-0.8,-7.2,2,-47
O=C(Cc1ccccc1)Oc1ccccc1N1C(=O)CCC1=O,-0.1,-7,-1.2,1.6,0,-0.5,-5,-1.1,-1.4,0,0.2
C[C@@H]1CN([C@H](C)CO)C(=O)CCCn2nncc2CO[C@@H]1CN(C)C(=O)Oc1cccc2ccccc12,-0.2,-10,-1.2,-2.3,0,-0.1,-4,1.8,3.2,-4,-0.2
CCC(c1nnnn1-c1ccc2c(c1)OCCO2)N1CCC2(CC1)C(=O)NCN2c1ccccc1 (configuration not stated),/,-2,-1.4,/,-2,-1.0,0,-1.1,-0.2,-1,0.2
CCC(=NCc1cc(OC)cc(OC)c1)c1c(O)n(C)c(=O)n(C)c1=O,-0.9,-8,-2.0,-0.3,1,-1.4,-6,-2.7,-2.5,0,-1.7
C=CCN1C(=O)NC(=O)/C(=C/c2cc3c4c(c2)CCCN4CCC3)C1=O,0.8,-22,-0.9,-0.7,11,-0.4,-4,0.0,-1.5,-3,-4.3
CCN1CCOC(c2ccccc2)C1 (configuration not stated),0.5,-1,-0.6,-1.1,1,0.2,-1,0.4,-0.4,6,-0.9

Three compounds from above, arranged by SMILES length, lowest first.
compound,DAX1 inh-1,ADAM10 inh,ssDAF12 agonist,GAA850 FXN act,NPR1 activator,DAX1 inh-2,ADAM17 inh,hcDAF12 agonist,hgDAF12 agonist,SMARCA2 activ,PG9 Ab binder
CCN1CCOC(c2ccccc2)C1 (configuration not stated),0.5,-1,-0.6,-1.1,1,0.2,-1,0.4,-0.4,6,-0.9
C=CCN1C(=O)NC(=O)/C(=C/c2cc3c4c(c2)CCCN4CCC3)C1=O,0.8,-22,-0.9,-0.7,11,-0.4,-4,0.0,-1.5,-3,-4.3
CCC(c1nnnn1-c1ccc2c(c1)OCCO2)N1CCC2(CC1)C(=O)NCN2c1ccccc1 (configuration not stated),/,-2,-1.4,/,-2,-1.0,0,-1.1,-0.2,-1,0.2

Carrying on:
compound,DAX1 inh-1,ADAM10 inh,ssDAF12 agonist,GAA850 FXN act,NPR1 activator,DAX1 inh-2,ADAM17 inh,hcDAF12 agonist,hgDAF12 agonist,SMARCA2 activ,PG9 Ab binder
CC1(C)CC(CCNCc2ccc3c(c2)OCO3)(Cc2ccccc2)CCO1 (configuration not stated),-0.7,5,-1.4,-2.5,-15,0.3,-3,-1.8,0.2,-3,-0.4
Cc1ccc(N2C(=O)NC(=O)/C(=C\c3cc(C)n(-c4cc(C(=O)O)cc(C(=O)O)c4)c3C)C2=O)cc1,-0.6,-12,-1.4,2.8,-1,0.4,-4,0.2,1.6,6,-0.3
Cc1cc(C)[n+](CCCC[n+]2c(C)cc(C)cc2C)c(C)c1,-0.5,3,-1.0,0.9,4,0.1,0,1.3,-1.5,1,-4.0
CCCCP(=O)(O)c1ccccc1,0.1,5,-0.9,1.0,0,-1.2,0,-1.2,0.4,1,-1.3
O=C(C1CC(=O)N(C2CCCCC2)C1)N1CCC2(CC1)OCCO2 (configuration not stated),-0.1,2,-0.6,0.9,4,0.8,3,-0.2,2.8,-1,-0.8
CC(C)c1ccc(N=Cc2c(O)n(C3CC3)c(=S)[nH]c2=O)cc1,0.2,1,-1.8,1.7,4,-0.3,-1,-1.6,3.4,-4,1.6
O=c1[nH]c(=O)n(Cc2ccc(F)cc2)c(O)c1C=NCCCn1ccnc1,0.6,-1,-1.4,1.9,2,-0.8,-2,-1.9,-0.9,-1,2.2
CCC(C)n1c(O)c(/C=N/Nc2ccccc2)c(=O)[nH]c1=S (configuration not stated),-1.0,3,-1.4,1.1,3,-0.6,4,-2.4,-5.0,-3,-3.1

Some of the compounds tested; rates above refer to the full screens.
